Compound activity as filed in PubChem.
CatB inh = human cathepsin B inhibitors, primary screen, biochemical, fluorogenic substrate; P07858; purified cathepsin B, fluorescence; inhibition, %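 (tested at 10 µM)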; 63,000 compounds, 0.1% hits; in the data active means inhibition above about 21%;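 further: 0% = enzyme with no compound and 100% = no enzyme blank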
AP complement = alternative complement pathway inhibitors, primary screen, biochemical, ELISA, human serum, orthogonally pooled compounds; LPS-coated ELISA, C3 deposition; tested in compound mixtures; inhibition, % at 5 µM; 62,000 compounds, 0.08% hits; AID 1235, 2008;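 active means inhibition above 30% in each of the two pooled mixtures holding the compound, so the lower value exceeds 30%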;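 further: 0% = serum in Mg-EGTA without compound and 100% = EDTA serum blank; some compounds past the cut are filed as inactive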
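Test system: human serum complement alternative pathway, C3 deposition onto LPS / Medium: Mg2+-EGTA GVB++ buffer containing human serum at 1:15 dilution / Probe or stimulus: Plate-bound LPS / Times: 1 h at 37 °C / Signal: ELISA with HRP anti-human C3 antibody, TMB substrate, absorbance 450 nm / Measure: percent inhibition / Repeats: two pool placements per compound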
CatG inh = human cathepsin G inhibitors, primary screen, biochemical, pooled compound mixtures, AMC fluorescence. inhibition, % at 5 µM (by protocol). 62,000 compounds, 0.2% hits. purified enzyme, AMC-tetrapeptide fluorescence. P08311;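 active means inhibition above 20% in each of the two mixture wells holding the compound; inactive means inhibition of 20% or less in either well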;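 further: 0% = enzyme control without mixture and 100% = blank lacking enzyme; strong numbers were not always called active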
CatL inh = inhibitors of human cathepsin L, biochemical; Procathepsin L (Homo sapiens), P07711; purified cathepsin L, fluorogenic substrate, fluorescence; inhibition, %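 (tested at 10 µM)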; 58,000 compounds, 0.17% hits; in the data active means inhibition above about 45%;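 further: 0% = enzyme with no compound and 100% = no enzyme blank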
Target sequence (P07711 114-288 limits assumed): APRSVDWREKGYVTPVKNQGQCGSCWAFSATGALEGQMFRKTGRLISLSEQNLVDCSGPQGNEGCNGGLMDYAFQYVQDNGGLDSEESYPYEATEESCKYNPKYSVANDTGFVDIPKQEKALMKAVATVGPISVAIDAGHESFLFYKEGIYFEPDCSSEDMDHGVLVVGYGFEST
Target sequence (P07711 292-333 limits assumed): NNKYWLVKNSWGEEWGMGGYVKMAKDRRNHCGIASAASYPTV
C1s block = complement C1s protease inhibitors, primary screen, biochemical, 10-compound mixtures | Complement C1s subcomponent (Homo sapiens), P09871 | purified C1s, fluorogenic AMC substrate, pooled mixtures | mean inhibition % of two 10-compound mixtures (active compounds read high), % at 5 µM (by protocol) | 62,000 compounds, 0.16% hits | AID 538, 2006;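 active means inhibition above 20% in each of the two 10-compound mixture wells holding the compound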;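 further: 0% = enzyme wells lacking compound mixture and 100% = no-enzyme blank wells; some compounds called inactive have numbers as strong as hits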
CatS inh = inhibitors of human cathepsin S, biochemical, compound mixtures; recombinant cathepsin S, AMC dipeptide fluorescence, pooled mixtures; inhibition, %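 (tested at 5 µM per compound within 10-compound mixtures)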; 62,000 compounds, 0.06% hits; in the data active means inhibition above about 32%, passing the limit was not always enough;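 further: 0% = enzyme without compound and 100% = blank without enzyme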
Target sequence (P25774 115-331 limits assumed): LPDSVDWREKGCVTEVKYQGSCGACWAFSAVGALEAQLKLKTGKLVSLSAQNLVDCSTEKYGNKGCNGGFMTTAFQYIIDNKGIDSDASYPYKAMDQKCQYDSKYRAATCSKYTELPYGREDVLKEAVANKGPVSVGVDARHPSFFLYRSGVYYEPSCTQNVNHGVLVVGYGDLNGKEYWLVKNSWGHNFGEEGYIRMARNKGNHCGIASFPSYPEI
FXIa inh mix = FXIa protease inhibitors in compound pools, primary screen, biochemical, 10-compound mixtures. inhibition, % at 5 µM. AID 680, 2007. Coagulation factor XI (Homo sapiens), P03951. purified FXIa, fluorogenic substrate, pooled mixtures. 62,000 compounds, 0.19% hits;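 further: each value is inhibition by a whole ten-compound pool holding the compound; 0% = enzyme with no mixture and 100% = wells lacking enzyme; strong numbers were not always called active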
Target sequence (P03951 19-387 limits assumed): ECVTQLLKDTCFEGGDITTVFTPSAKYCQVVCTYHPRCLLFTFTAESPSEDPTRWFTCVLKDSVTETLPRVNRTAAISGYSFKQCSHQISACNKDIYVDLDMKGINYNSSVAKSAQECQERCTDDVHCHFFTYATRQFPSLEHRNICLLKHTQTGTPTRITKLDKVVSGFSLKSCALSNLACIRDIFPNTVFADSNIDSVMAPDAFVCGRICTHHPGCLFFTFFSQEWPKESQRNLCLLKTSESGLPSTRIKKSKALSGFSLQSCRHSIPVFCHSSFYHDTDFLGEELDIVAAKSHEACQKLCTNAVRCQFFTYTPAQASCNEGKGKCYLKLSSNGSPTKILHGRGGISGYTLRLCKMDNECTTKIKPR
Target sequence (P03951 388-625 limits assumed): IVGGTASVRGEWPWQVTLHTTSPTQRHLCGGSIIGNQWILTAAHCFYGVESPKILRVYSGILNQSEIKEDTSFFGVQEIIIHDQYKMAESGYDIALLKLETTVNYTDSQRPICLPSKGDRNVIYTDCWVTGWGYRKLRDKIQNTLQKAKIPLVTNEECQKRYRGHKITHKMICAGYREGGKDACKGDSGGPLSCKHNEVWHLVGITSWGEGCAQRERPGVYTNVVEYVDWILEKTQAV
FXIIa mix inh = human factor XIIa inhibitors, primary screen, biochemical, pooled compound mixtures, fluorogenic substrate | Coagulation factor XII (Homo sapiens), P00748 | purified FXIIa | inhibition, % at 5 µM | 62,000 compounds, 0.2% hits;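 further: 0% = enzyme without compound and 100% = no enzyme blank; some results filed as inactive read as strong as hits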
CatB mixtures = cathepsin B inhibitors from pooled compounds, primary screen, biochemical, compound mixtures, AMC fluorescence. Purified cathepsin B, AMC dipeptide fluorescence. inhibition, %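 (ten-compound pools at 5 µM per compound and 50 µM total)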. 62,000 compounds, 0.06% hits. AID 488, 2006; in the data active means inhibition above about 22%, passing the limit was not always enough;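 further: 0% = enzyme without compound and 100% = no enzyme blank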
Numbers without * were called inactive. Unless noted, no stated cut-off is given here; in the data, active means inhibition above about 20% (passing the limit was not always enough); inactive means the rest. A portion of the library (hit frequency here may not be typical).

Screening N#CC1=C(N)N(c2ccc(Oc3ccccc3)cc2)C(=O)C1 returned CatB inh -4, AP complement -5, CatG inh 10, CatL inh -3, C1s block 1, CatS inh 15, FXIa inh mix 9, FXIIa mix inh -5 and CatB mixtures 8.
`COc1cc(NC(=O)c2nnn(Cc3ccc(SC)cc3)c2N)cc(OC)c1` gave CatB inh 2, AP complement -2, CatG inh 5, C1s block 2, CatS inh 3, FXIa inh mix 0, FXIIa mix inh -5 and CatB mixtures 2.
`CN1CCN(Cc2cc(=O)oc3cc4c(cc23)CCC4)CC1` gave CatB inh 1, AP complement -6, CatG inh -1, CatL inh -5, C1s block 7, CatS inh 7, FXIa inh mix 5, FXIIa mix inh -17 and CatB mixtures 0.
O=c1cc(Cn2nnc(-c3ccc(Cl)cc3)n2)nc2sccn12 was read as CatB inh -1, AP complement 15, CatG inh -2, CatL inh 18, C1s block 0, CatS inh -5, FXIa inh mix 4, FXIIa mix inh 5 and CatB mixtures -2.
`COc1ccc(NC(=O)N(CCN2CCCC2)Cc2cc3cc(OC)c(OC)cc3[nH]c2=O)cc1` gave CatB inh 8, AP complement 11, CatG inh -2, C1s block -14, CatS inh 4, FXIa inh mix 3, FXIIa mix inh 5 and CatB mixtures 6.
CCc1nnc(NC(=O)c2ccc(OC)cc2OC)s1 was read as CatB inh 0, AP complement 18, CatG inh 3, CatL inh 2, C1s block 6, CatS inh -2, FXIa inh mix 32, FXIIa mix inh -2 and CatB mixtures 1.
For O=C1CCCC2=C1C(c1ccccc1)CC(=O)N2c1ccccc1 (centres undefined) the results were CatB inh 12, AP complement -2, CatG inh -11, CatL inh -12, C1s block -16, CatS inh 7, FXIa inh mix -3, FXIIa mix inh -20 and CatB mixtures 1.
`O=S(=O)(NCc1cn2ccccc2n1)c1cc(F)ccc1F` gave CatB inh 2, AP complement 3, CatG inh 9, CatL inh 14, C1s block 12, CatS inh -1, FXIa inh mix 11, FXIIa mix inh 13 and CatB mixtures 1.
CCCC1Cc2nc(N3CCCCC3)c(C#N)cc2CO1 (centres undefined) was read as CatB inh 9, AP complement 6, CatG inh 1, CatL inh -3, C1s block -4, CatS inh 4, FXIa inh mix 9, FXIIa mix inh 8 and CatB mixtures 0.
For COc1cccc(-n2c(SCC(=O)N3CCOCC3)nnc2-c2c[nH]c3ccccc23)c1 the results were CatB inh 0, AP complement 8, CatG inh 6, CatL inh 14, C1s block -5, CatS inh -3, FXIa inh mix 24*, FXIIa mix inh 6 and CatB mixtures 3.
`O=C(Nc1ccc(Cl)cn1)c1cnn2cccnc12` gave CatB inh 6, AP complement -1, CatG inh 3, CatL inh 6, C1s block -26, CatS inh -2, FXIa inh mix 3, FXIIa mix inh 0 and CatB mixtures 0.
For CCN(CC)CCCN1C(=O)C(=O)/C(=C(/O)c2c(C)nc3ccccn23)C1c1ccc(C)o1 (centres undefined) the results were CatB inh 4, AP complement 6, CatG inh 13, CatL inh 24, C1s block 4, CatS inh 10, FXIa inh mix 15, FXIIa mix inh 4 and CatB mixtures 2.

Brought forward from above: 2 compounds, then new ones.
`O=C(Nc1ccc(Cl)cn1)c1cnn2cccnc12` gave CatB inh 6, AP complement -1, CatG inh 3, CatL inh 6, C1s block -26, CatS inh -2, FXIa inh mix 3, FXIIa mix inh 0 and CatB mixtures 0.
For CCN(CC)CCCN1C(=O)C(=O)/C(=C(/O)c2c(C)nc3ccccn23)C1c1ccc(C)o1 (centres undefined) the results were CatB inh 4, AP complement 6, CatG inh 13, CatL inh 24, C1s block 4, CatS inh 10, FXIa inh mix 15, FXIIa mix inh 4 and CatB mixtures 2.
CCOC(=O)CCc1c(C)nc(SCCCn2c(=O)[nH]c3ccccc32)c(C#N)c1C was read as CatB inh -1, AP complement 11, CatG inh 0, CatL inh 0, C1s block -12, CatS inh 4, FXIa inh mix 1, FXIIa mix inh -1 and CatB mixtures 6.
For CCOC(=O)N1CCN(S(=O)(=O)c2c(C)cc(C)cc2C)CC1 the results were CatB inh 7, AP complement 0, CatG inh 8, CatL inh 36, C1s block 10, CatS inh 3, FXIa inh mix 1, FXIIa mix inh -1 and CatB mixtures 0.
`COc1ccc(-c2nnn(CC(=O)N(C3CCCCC3)C(C)C(=O)NC3CCCC3)n2)cc1OC` (centres undefined) gave CatB inh -2, AP complement 3, CatG inh 4, CatL inh 12, C1s block -20, CatS inh 9, FXIa inh mix 9, FXIIa mix inh -6 and CatB mixtures -4.
`Cc1ccc2c(c1)CCCN2C(=O)Nc1ccc2c(c1)OCO2` gave CatB inh -1, AP complement 6, CatG inh 10, CatL inh 3, C1s block 11, CatS inh 4, FXIa inh mix 8, FXIIa mix inh 4 and CatB mixtures 3.
COc1ccc(/C(CC2(O)C(=O)Nc3ccccc32)=N\O)cc1 (centres undefined) was read as CatB inh -4, AP complement 20, CatG inh -1, CatL inh -6, C1s block -4, CatS inh -3, FXIa inh mix 10, FXIIa mix inh -13 and CatB mixtures 6.
Screening Cc1ccccc1NC(=O)c1cnn(-c2ccccc2)c1NC(=O)c1ccco1 returned CatB inh 0, AP complement 8, CatG inh -7, C1s block -151, CatS inh -8, FXIa inh mix -10, FXIIa mix inh 10 and CatB mixtures -4.
Cc1ccc(N2CC(C(=O)N3CCN(c4ccccc4)CC3)CC2=O)cc1 (centres undefined) was read as CatB inh 0, AP complement 6, CatG inh 1, CatL inh 7, C1s block -2, CatS inh 18, FXIa inh mix 7, FXIIa mix inh -1 and CatB mixtures 1.
For O=C(Nc1ccc2c(c1)CCC2)C1COc2ccccc2O1 (centres undefined) the results were CatB inh 3, AP complement 7, CatG inh 12, CatL inh 21, C1s block 12, CatS inh 1, FXIa inh mix 7, FXIIa mix inh 1 and CatB mixtures 0.
For CCc1ccc(-c2nc(CN3CCC(C(=O)N4CCN(c5ccccn5)CC4)CC3)c(C)o2)cc1 the results were CatB inh 2, AP complement 6, CatG inh -14, CatL inh -5, C1s block -28, CatS inh 13, FXIa inh mix 1, FXIIa mix inh -1 and CatB mixtures -1.
O=C(NC1CCCC1)C1CCCN(S(=O)(=O)c2cnc[nH]2)C1 (centres undefined) was read as CatB inh 4, AP complement 3, CatG inh -6, C1s block -17, CatS inh 10, FXIa inh mix 2, FXIIa mix inh 9 and CatB mixtures 1.
`C#CC1(O)CC(C)N(C)C(C)C1` (centres undefined) gave CatB inh 4, AP complement -7, CatG inh 4, CatL inh 1, C1s block -2, CatS inh 10, FXIa inh mix 4, FXIIa mix inh 5 and CatB mixtures 4.
For O=S(=O)(NC1CCCCC1NS(=O)(=O)c1ccc(F)cc1)c1ccc(F)cc1 (centres undefined) the results were CatB inh 4, AP complement 16, CatG inh 3, CatL inh 6, C1s block -11, CatS inh 3, FXIa inh mix 2, FXIIa mix inh -6 and CatB mixtures 6.
O=C(CN(c1ccc(F)cc1)S(=O)(=O)c1ccc2c(c1)OCCO2)NCc1ccccn1 was read as CatB inh -2, AP complement 8, CatG inh 35, CatL inh -7, C1s block 5, CatS inh 11, FXIa inh mix 27, FXIIa mix inh 18 and CatB mixtures -3.
Screening COc1ccc(C(=O)Nc2ccc(S(=O)(=O)Nc3cc(C)nc(C)n3)cc2)c(OC)c1 returned CatB inh -2, AP complement 8, CatG inh -1, CatL inh 0, C1s block 1, CatS inh -3, FXIa inh mix 10, FXIIa mix inh -12 and CatB mixtures 1.
Screening CN(Cc1ccccc1)S(=O)(=O)c1ccc(NS(C)(=O)=O)cc1 returned CatB inh 4, AP complement 16, CatG inh -2, CatL inh -10, C1s block 4, CatS inh 0, FXIa inh mix 4, FXIIa mix inh 2 and CatB mixtures 3.
`COc1ccc(N2CCN(C(=O)c3sc4nc(-c5ccc(F)cc5)cn4c3C)CC2)cc1` gave CatB inh 7, AP complement 13, CatG inh 6, C1s block 14, CatS inh 2, FXIa inh mix 3, FXIIa mix inh -3 and CatB mixtures -2.
CCCn1c(=O)c2ccccc2n2c(Sc3nnnn3-c3ccccc3)nnc12 was read as CatB inh 6, AP complement 3, CatG inh 9, CatL inh 14, C1s block 40, CatS inh 17, FXIa inh mix 5, FXIIa mix inh 0 and CatB mixtures 6.
COc1ccc2c(c1)c(C(=O)CN1CCN(C(=O)c3ccco3)CC1)c(C)n2C was read as CatB inh 1, AP complement -1, CatG inh 8, CatL inh -4, C1s block 13, CatS inh -1, FXIa inh mix 5, FXIIa mix inh 3 and CatB mixtures 6.
Nc1nc(SCC(=O)OCc2ccccc2)[nH]c(=O)c1NC(=O)c1ccco1 was read as CatB inh -1, AP complement 23, CatG inh 6, C1s block -2, CatS inh -2, FXIa inh mix 4, FXIIa mix inh -12 and CatB mixtures 5.
For CCOC(=O)c1cc(C#N)c(NCc2ccccc2)nc1C the results were CatB inh 2, AP complement 11, CatG inh 8, CatL inh -3, C1s block 8, CatS inh -5, FXIa inh mix 5, FXIIa mix inh 5 and CatB mixtures 3.
`O=C(c1ccc(C#CC2(O)CCCCC2)cc1)N1CCOCC1` gave CatB inh 3, AP complement 22, CatG inh 9, CatL inh -16, C1s block 3, CatS inh 1, FXIa inh mix -1, FXIIa mix inh 1 and CatB mixtures -6.
For O=C(Nc1ncc2c(n1)CC(c1ccco1)CC2=O)c1ccc(Cl)cc1 (centres undefined) the results were CatB inh 7, AP complement -6, CatG inh 4, CatL inh 0, C1s block 14, CatS inh 21, FXIa inh mix 28, FXIIa mix inh 3 and CatB mixtures 29.
For CCOCCCNC(=O)Cc1ccc(OC)c(OC)c1 the results were CatB inh 5, AP complement -6, CatG inh 8, CatL inh 10, C1s block 12, CatS inh 10, FXIa inh mix 5, FXIIa mix inh 12 and CatB mixtures -2.
Screening O=C(COC(=O)C12CC3CC(CC(C3)C1)C2)NCc1ccco1 returned CatB inh -3, AP complement 14, CatG inh 4, CatL inh -5, C1s block 1, CatS inh -3, FXIa inh mix 6, FXIIa mix inh -17 and CatB mixtures -3.
`O=C(CCc1ccccc1)Nc1cccc(-c2nnc(-c3ccco3)o2)c1` gave CatB inh 5, AP complement -21, CatG inh -5, CatL inh 15, C1s block 33, CatS inh 19, FXIa inh mix 1, FXIIa mix inh 3 and CatB mixtures 3.
For Cc1ccc(NC(=O)CSc2nc3nc(C)cc(C)c3c(=O)[nH]2)cc1 the results were CatB inh 5, AP complement 9, CatG inh 10, CatL inh -8, C1s block 14, CatS inh -3, FXIa inh mix 2, FXIIa mix inh -6 and CatB mixtures 6.
Screening Cc1oc(-c2cccc(Cl)c2)nc1CN1CCCC(C(=O)NCc2ccco2)C1 (centres undefined) returned CatB inh 5, AP complement 9, CatG inh 6, CatL inh 17, C1s block 3, CatS inh 11, FXIa inh mix 9, FXIIa mix inh 2 and CatB mixtures -1.
`Cn1cc(S(=O)(=O)Cc2ccc(F)cc2)c2ccccc21` gave CatB inh 3, AP complement 31, CatG inh -7, CatL inh 8, C1s block -28, CatS inh -7, FXIa inh mix -10, FXIIa mix inh -1 and CatB mixtures -3.
`Cc1nc2c(C(=O)N3CCCC3)c[nH]n2c(=O)c1Cc1ccc(F)cc1Cl` gave CatB inh -4, AP complement 10, CatG inh 0, CatL inh 18, C1s block -7, CatS inh 10, FXIa inh mix 4, FXIIa mix inh 0 and CatB mixtures 7.
`Cc1onc(-c2ccccc2Cl)c1C(=O)NCCn1ccc2ccccc21` gave CatB inh 1, AP complement 7, CatG inh -29, CatL inh -6, C1s block -170, CatS inh -27, FXIa inh mix 9, FXIIa mix inh 10 and CatB mixtures -16.
